From PubChem
Cl transport mod – KCC2 cotransporter modulators, thallium flux, primary screen, cell-based, HEK293 KCC2, FluoZin-2 fluorescence, MLSMR. Solute carrier family 12 member 5 (Homo sapiens), Q9H2X9. KCC2 cells, thallium flux FluoZin-2 fluorescence. B-score of Tl+ flux slope (higher = more flux/activation; lower = inhibition) at 10 µM. 2.2% of 190,000 active;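 active means thallium flux slope and its plate-corrected score both differing from the plate sample mean at a set confidence after two filtering rounds, in either direction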;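 further: slope of fluorescence scaled to starting intensity during 10 to 20 s after thallium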
m-calpain inh – inhibitors of pig calpain II, primary screen, biochemical, fluorogenic peptide substrate, 1536-well; purified calpain II, 30 min; inhibition, % at 16 µM; 0.37% of 220,000 active; AID 1236, 2008;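 active means inhibition above about 50%, limit read from the data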
PPC-1+TRAIL kill – compounds killing PPC-1 cancer cells with TRAIL present, primary screen, TRAIL potentiator project, ATPLite luminescence, uHTS | cell killing (% activity), % at 4 µM | 0.41% of 220,000 active | PPC-1 cells + TRAIL, ATPLite viability luminescence;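 active means cell killing above 50% in the first pass at 4 µM, then a duplicate retest at 5 µM averaging 50% or more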;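 further: plate controls were cells with TRAIL plus DMSO for no effect and medium-only wells lacking cells for full effect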
EBV gp42 inh – Epstein-Barr virus gp42 inhibitors, primary screen, biochemical, uHTS, fluorescence polarization; Glycoprotein 42 (Epstein-Barr virus (strain AG876)), Q1HVG2; Fluorescence polarization binding assay, mP read-out; inhibition, % (tested at 21.74 µM); 0.42% of 220,000 active; AID 1085, 2008; in the data active means inhibition above about 50%
Target sequence (Q1HVG2 whole entry, looked up): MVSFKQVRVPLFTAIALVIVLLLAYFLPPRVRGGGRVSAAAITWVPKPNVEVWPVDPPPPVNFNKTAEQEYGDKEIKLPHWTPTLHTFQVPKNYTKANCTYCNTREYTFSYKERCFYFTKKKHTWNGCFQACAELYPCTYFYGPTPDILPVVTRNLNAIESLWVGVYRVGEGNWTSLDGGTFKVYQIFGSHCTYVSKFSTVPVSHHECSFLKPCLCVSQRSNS
thrombin 1536 – human alpha-thrombin inhibitors, primary screen, counter-screen for coagulation protease inhibitor project, biochemical, 1536-well, fluorogenic AMC substrate; inhibition, % at 5 µM; Boc-VPR-AMC fluorogenic substrate cleavage; 0.26% of 220,000 active; AID 1046, 2008;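 active means inhibition at or above 40%; inactive means inhibition below 40%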;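 further: 0% = enzyme with no compound and 100% = wells without enzyme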
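Material: Human alpha-thrombin protein | Buffer or medium: pH 7.5 Tris-saline with Tween 20 | Reagent: Boc-VPR-AMC substrate, 15 µM final | Schedule: Reaction at ambient temperature | Detection: AMC fluorescence at 355 nm excitation and 460 nm emission | Evaluation: Percent inhibition scaled between no-compound controls and no-enzyme blanks | Controls: no-compound enzyme wells and no-enzyme blanks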
Tb hexokinase – Trypanosoma brucei hexokinase 1 inhibitors, primary screen, biochemical, G6PDH-coupled NADH absorbance, MLSCN library; AID 1430, 2008; 0.11% of 220,000 active; inhibition, % at 10 µM; recombinant TbHK1, G6PDH-coupled NADH A340;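 active means inhibition of 50% or more in the single-dose primary screen; inactive means inhibition below 50%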
Furin inh – human furin inhibitors, primary screen, biochemical, fluorescence intensity. AID 463115, 2010. purified furin, fluorogenic substrate cleavage. inhibition, % at 30 µM. 0.061% of 220,000 active; in the data active means inhibition above about 25%; further: inactives centre near -15
TRPML3 ag – human TRPML3 channel agonists, primary screen, cell-based, HEK293 TRPML3-YFP, Fluo-8 calcium fluorescence, 3 µM; 0.29% of 220,000 active; activation, % at 3 µM; 100% = the carbachol control signal; AID 1448, 2008;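 active means activation above its plate's cutoff, the mean activation of the plate's test wells plus 3 SD, cut at about 12% in these data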;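 further: 0% = DMSO only wells and 100% = carbachol wells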
Target sequence (Q8TDD5 whole entry, looked up): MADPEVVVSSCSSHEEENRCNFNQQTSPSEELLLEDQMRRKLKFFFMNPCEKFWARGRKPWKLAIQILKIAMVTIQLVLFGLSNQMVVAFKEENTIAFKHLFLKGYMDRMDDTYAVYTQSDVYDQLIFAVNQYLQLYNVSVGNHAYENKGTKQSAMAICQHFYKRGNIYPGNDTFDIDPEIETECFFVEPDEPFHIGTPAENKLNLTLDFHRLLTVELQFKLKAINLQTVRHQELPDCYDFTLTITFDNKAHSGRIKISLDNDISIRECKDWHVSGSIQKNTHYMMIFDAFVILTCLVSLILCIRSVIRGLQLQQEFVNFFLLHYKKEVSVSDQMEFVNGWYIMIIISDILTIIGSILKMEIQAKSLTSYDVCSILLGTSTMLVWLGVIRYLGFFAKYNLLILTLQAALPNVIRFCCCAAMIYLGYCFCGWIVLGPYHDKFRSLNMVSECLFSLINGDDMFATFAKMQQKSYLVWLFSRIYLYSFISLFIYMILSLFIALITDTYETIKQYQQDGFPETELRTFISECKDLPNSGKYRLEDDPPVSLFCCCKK
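system = HEK293 cells stably carrying human TRPML3-YFP | doses = one concentration, 3 µM nominal, 0.3% DMSO | timing = dye loading 1 h 37 °C then 30 min ambient, 125 s read | detection = Fluo-8 calcium dye fluorescence, ex 470-495, em 515-575 nm | benchmarks = high control carbachol 87 µM, low control DMSO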
TRPN1 ag – zebrafish TRPN1 channel agonists, primary screen, cell-based, HEK293, calcium fluorescence | transient receptor potential cation channel N1 (TRPN1/NompC), Danio rerio | HEK293 zebrafish TRPN1-YFP, Fluo-8 calcium fluorescence; 100% = response to 87 µM carbachol | activation, % at 3 µM | 0.18% of 220,000 active | AID 1424, 2008;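 active means activation above its plate's cutoff, the mean activation of test wells on that plate plus 3 SD, cut at about 19% in these data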;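 further: 0% = DMSO alone and 100% = 87 µM carbachol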
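Material: zebrafish TRPN1-YFP in HEK293 cells. Doses: one dose of 3 µM, 0.3% DMSO. Incubation: dye 1 h 37 °C plus 30 min RT. Measured by: intracellular calcium fluorescence with Fluo-8.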
* marks the source's active call; other numbers are inactive results; . = not tested or not shown; [ ] = remark or other dose. An unsorted share of the library; 3.6% or so of the library scored in one or more.

SMILES	Cl transport mod	m-calpain inh	PPC-1+TRAIL kill	EBV gp42 inh	thrombin 1536	Tb hexokinase	Furin inh	TRPML3 ag	TRPN1 ag
COC(=O)C1=C(C)NC2=C(C(=O)C(C(=O)OC)C(c3ccc(OC)cc3)C2)C1c1ccccn1 (stereo not drawn)	-2.2	-255	4	-9	0	-5	-24[20 µM]	1.3	0.6
Cc1ccccc1NS(=O)(=O)c1cc(C(=O)Nc2ccccc2-c2ccccc2)ccc1Cl	.	-220	11	5	-10	-1	-20[20 µM]	-0.5	0.1
COCCn1c(SCCN2CCOCC2)nc2c1c(=O)[nH]c(=O)n2C	-0.28	2	0	1	-6	-2	-17	0.6	0.1
COc1cc(C(=O)N2CC(C)OC(C)C2)c([N+](=O)[O-])cc1OC (stereo not drawn)	.	24	-1	-26	8	-13	-4[20 µM]	0.5	0.3
Cc1cc(C)nc(-n2nc(C)c3c(C(F)F)cc(C)nc32)n1	0.5	2	7	-14	4	-1	-20	0.7	0.2
Cc1cc2cc(CNC(=O)COc3ccccc3)ccc2n1C	-1.9	-5	-19	-9	-3	0	-17	0.4	2.0
CCN1CCN(CC(O)COc2ccc3c(c2)CCC3)CC1 (stereo not drawn)	0.12	2	14	-16	-2	6	-19	0.9	2.0
OCCNCCOc1ccccc1-c1ccccc1	0.0068	11	9	-2	5	-2	-7[20 µM]	0.3	-1.0
CCOC(=O)C1=C(CN2CCSCC2)NC(=O)NC1c1ccc2c(c1)OCO2 (stereo not drawn)	-0.75	3	-15	3	-3	-8	3	0.1	3.2
CNC(=O)c1nc(C)n(-c2ccc([N+](=O)[O-])cc2)n1	0.82	-20	6	-4	0	-12	-26	-0.7	0.9
N#C/C(=C\c1ccc(Oc2ccc(C(F)(F)F)cc2[N+](=O)[O-])cc1)c1nc2ccccc2[nH]1	0.11	-17	14	-16	2	-18	-18	0.3	0.2
CCCOC(=O)c1ccc(Oc2cn[nH]c2-c2ccc(OCC)cc2O)cc1	.	53*	14	3	-4	10	-6	0.0	0.1
COc1cc2c(cc1OC)C(Nc1ccccc1)=NC(C)(C)C2	0.053	-9	-3	-16	3	0	-21	0.5	-0.2
CN(CC(=O)Nc1ccc(C#N)cc1)CC(=O)Nc1ccc(N2CCOCC2)cc1	0.06	9	0	-11	-5	-2	-22	0.6	0.5
COc1ccc(CC(=O)O/N=C(\N)Cc2ccc(OC)c(OC)c2)cc1	0.26	1	20	-22	-3	-10	-4[20 µM]	0.2	-0.7
Cc1cc(C)n(C(=O)c2ccc(NC(=O)C3CC3)cc2)n1	1.1	-9	11	-3	-6	-3	-15	0.5	1.4
COc1cccc(-c2nc(S(=O)(=O)c3ccccc3)c(N3CCOCC3)o2)c1	.	15	-8	-2	-8	-7	-15[20 µM]	0.9	-0.7
CSc1cccc(NC(=O)/C=C/c2ccco2)c1	-1.7	-147	-10	10	-5	-13	-11	0.7	1.1
CCCNC(=O)COC(=O)c1ccccc1C(=O)N(C)C1CCCCC1	-0.025	-12	12	-4	-2	7	-6	0.5	-1.0
Cc1ccc([N+](=O)[O-])c2c1C(N1CCCC1)C(C)(C)O2 (stereo not drawn)	0.29	-6	9	6	-8	-13	-16	0.7	-0.5
Cn1nnnc1NCc1ccc(Cl)c(Cl)c1	-0.35	-11	20	-17	-17	-1	-12	0.2	-1.2
O=C(NCc1ccccc1)C1CCCN(c2nc3ccsc3c(=O)s2)C1 (stereo not drawn)	0.095	-12	5	-15	-1	4	-21	1.3	0.2
Oc1ccccc1C1=NOC(O)(C(F)F)C1 (stereo not drawn)	0.66	1	-3	-9	2	-2	-15[20 µM]	0.5	0.5
CCS(=O)(=O)N1Cc2ccccc2CC1C(=O)Nc1ncc(C)s1 (stereo not drawn)	0.83	33	16	9	-6	10	-9	1.0	0.3
CCCc1cc(=O)[nH]c(SCC(=O)c2ccc3c(c2)NC(=O)CO3)n1	11*	-7	10	-24	-7	-5	-16	-0.3	1.3
O=C(NNC1=NCCCCC1)Nc1ccc(Cl)cc1	-0.047	3	18	-11	0	0	-39	1.2	0.7
COC(=O)N/N=C(/c1ccccc1)C1CCCCC1	0.026	-27	13	-7	-22	-2	-31	0.4	0.2
O=C(Cc1ccccc1[N+](=O)[O-])NCc1ccccc1Cl	-0.49	-20	17	7	0	1	-24	0.3	0.0
Fc1cccc(Cl)c1CSc1ccc(-c2ccco2)nn1	-1.2	16	26	-4	-16	4	-20	-0.5	-2.2
Cn1cnc(S(=O)(=O)Nc2ccc3c(c2)OCCO3)c1	1.1	-12	-5	-16	1	-6	-22	1.4	1.6
Cc1ccc(NC(=O)C2CCN(S(=O)(=O)c3cccs3)CC2)cc1C	-0.62	-8	-1	4	5	-9	-18[20 µM]	1.2	-0.3
COC(=O)C(C)Sc1ccc2nnc(-c3cccc(F)c3)n2n1 (stereo not drawn)	-2.3	-69	2	-21	-4	-8	-29	0.1	-0.7
O=c1[nH]c(CN2CCN(c3ccccn3)CC2)nc2c(Br)cc(Br)cc12	0.27	-3	14	1	-3	-14	-26	0.8	0.5
Clc1ccc(Oc2nc3c(Cl)cccc3s2)cc1Cl	-0.26	-18	12	5	-4	-14	-18	0.4	2.4
N#C/C(=C/Nc1ccccc1)c1ccsc1	-0.82	28	7	-5	2	-27	-12[20 µM]	-0.4	-1.1
CCOC(=O)N/N=C/C(Cl)=C/c1ccccc1	-1.4	19	2	-5	-14	-4	-24	0.7	0.4
Cc1ccc(C)c(NS(=O)(=O)c2c(C)nn(C)c2C)c1	.	-15	19	-3	0	2	-23	0.9	1.8
CCOC(=O)c1cnc2c(-c3cccc(Br)c3)cnn2c1C	-0.3	-25	1	-17	-2	-14	-23	1.2	0.6
COc1ccc(-n2c(C)cc(C(=O)CSc3nnc(-c4ccoc4C)n3C)c2C)cc1	.	-21	10	-8	1	-5	-4	0.5	0.8
Clc1cccc(C2CCN(Cc3nc(COc4ccccc4)no3)C2)c1 (stereo not drawn)	.	9	3	-3	-4	-6	-28	0.2	0.3
Cc1cc(C)c(C(N)=O)c(SCC(=O)c2cc(C)c(C)cc2C)n1	0.61	1	-10	-8	-4	0	-19	-0.3	-0.1
Cc1ccc(S(=O)(=O)NNC(=S)Nc2c(Cl)cccc2Cl)cc1	-0.052	17	10	-8	-2	-2	-5	-0.5	1.1
Nc1ccccc1OCCOCCOc1ccccc1N	0.46	2	18	-17	-1	-5	-17	0.3	-0.9
Cc1cc(-c2cccs2)c(C#N)c(=S)[nH]1	33*	5	19	-12	-5	-6	-6	0.4	-0.3
O=C(COC(=O)c1cnccn1)NCc1ccccc1	-0.26	-3	9	-17	0	1	-30[20 µM]	0.2	2.4
COc1ccccc1N(CC(=O)NC(C)(C)C)C(=O)c1ccc(Cl)nc1	-0.23	40	8	-7	-1	7	-16	0.3	0.5
Cc1ccc(NC(=O)c2ccccc2-c2cc(C)no2)cc1	0.38	-17	-5	-8	4	-4	-15	0.8	0.5
COc1ccc(Cn2c(-c3ccc(OC)c(O)c3)nc3ccccc32)cc1O	-1.6	-28	.	-9	-13	-4	-29	0.6	0.8
O=C(/C=C/Nc1ccc(S(=O)(=O)Nc2ncccn2)cc1)c1ccc2ccccc2c1	.	-9	16	-13	-2	-6	-3	0.6	1.1
CCCCC(=O)NCc1ccc2c(c1)cc(C)n2C	.	22	21	2	-10	-8	-17	0.1	1.7
The list continues:
SMILES	Cl transport mod	m-calpain inh	PPC-1+TRAIL kill	EBV gp42 inh	thrombin 1536	Tb hexokinase	Furin inh	TRPML3 ag	TRPN1 ag
COCc1cc(C)nc2sc(C(=O)Nc3nccs3)c(N)c12	-0.81	-202	-24	17	-4	-23	-23	-0.1	0.0
O=C(Nc1c(C(=O)C2CC2)oc2ccccc12)c1ccc(Cl)cc1	0.16	-151	15	-13	-8	-3	-23	1.9	-1.3
COc1ccc(-c2cc(CNS(=O)(=O)c3ccccc3)on2)cc1	-0.016	-1	20	-9	-19	3	-16	-0.2	-0.5
O=C(NCc1cccnc1)c1ccc(-c2cccc(Cl)c2Cl)o1	-2.4	-15	25	-9	-9	3	-22	-0.1	-1.1
COCC(=O)N(C)C1(c2nnnn2CCOC(=O)Nc2ccc(Cl)cc2)CCCC1	.	33	-2	-16	-14	0	-21[20 µM]	0.4	1.3
C=CCn1c(-c2ccc(=O)n(Cc3ccccc3)c2)n[nH]c1=S	-0.69	-30	1	1	0	-2	-22	0.8	0.9
O=C(CCC(=O)OCC(=O)c1ccc([N+](=O)[O-])cc1)NC1CCCCC1	1.1	30	20	-19	-9	42	1	1.2	0.0
COc1cc(C2C(C(=O)c3cccs3)=C(O)C(=O)N2Cc2ccco2)cc(OC)c1OC (stereo not drawn)	0.33	15	24	-12	-3	-20	-9	0.5	-0.1
CCSc1nnc(-c2ccncc2)n1Cc1ccccc1	-0.95	6	23	-10	-2	-8	-11[20 µM]	-0.4	-0.6
O=C(Cn1cc2c(n1)CCCC2)NC1CCN(Cc2ccccc2)CC1	0.47	-8	4	-14	0	-4	-24	0.5	1.5

As a working copy, some entries already given:
SMILES	Cl transport mod	m-calpain inh	PPC-1+TRAIL kill	EBV gp42 inh	thrombin 1536	Tb hexokinase	Furin inh	TRPML3 ag	TRPN1 ag
COCc1cc(C)nc2sc(C(=O)Nc3nccs3)c(N)c12	-0.81	-202	-24	17	-4	-23	-23	-0.1	0.0
O=C(Nc1c(C(=O)C2CC2)oc2ccccc12)c1ccc(Cl)cc1	0.16	-151	15	-13	-8	-3	-23	1.9	-1.3
COc1ccc(-c2cc(CNS(=O)(=O)c3ccccc3)on2)cc1	-0.016	-1	20	-9	-19	3	-16	-0.2	-0.5
O=C(NCc1cccnc1)c1ccc(-c2cccc(Cl)c2Cl)o1	-2.4	-15	25	-9	-9	3	-22	-0.1	-1.1

Following part
SMILES	Cl transport mod	m-calpain inh	PPC-1+TRAIL kill	EBV gp42 inh	thrombin 1536	Tb hexokinase	Furin inh	TRPML3 ag	TRPN1 ag
NC(=O)CSc1nc2scc(-c3ccc(Cl)cc3)c2c(=O)n1Cc1ccccc1	0.02	17	7	-17	0	-11	-15	0.6	0.2
COc1cccc(S(=O)(=O)Nc2ccc(C(=O)NCc3ccco3)cc2)c1	0.12	-25	9	-13	3	-3	-12[20 µM]	-0.4	-0.7
COc1cc(C(=O)Nc2cccc(S(=O)(=O)N3CCCC3)c2)cc(OC)c1C	0.38	-22	-8	-11	-2	-11	-15	-1.1	0.0
N#CC(C(=O)NC1CC1)c1nc2ccccc2nc1N1CCN(C/C=C/c2ccccc2)CC1 (stereo not drawn)	1.4	-340	-4	41	-1	-8	-8[20 µM]	0.0	1.5
c1cncc(CNC2CCCc3ccccc32)c1 (stereo not drawn)	0.66	-23	22	-14	-1	4	-21	1.4	0.6
